KDM5B inhibitor = Primary screen for KDM5B Histone Demethylases FDH-coupled qHTS. Lysine-specific demethylase 5B (Homo sapiens), Q9UGL1. KDM5B demethylase, FDH-coupled NADH fluorescence (FDH is formaldehyde dehydrogenase). Potency, µM (series often up to 57.7 µM), for the others: top-dose activity change, negative = inhibition, most hits filed as inhibitors. 2.6% of 220,000 active; active means well fitted inhibition curve with a large enough effect; inconclusive means small, poorly fitted or top-dose-only effect; inactive means no such curve, though single readings can be large or run the other way; further: 0% is about no effect; nearly all actives have a fitted effect of over 70% in size
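Inhibition is measured as reduced NADH fluorescence generation from FDH coupling to formaldehyde release. Truncated KDM5BΔAP at 200 nM final acts on H3K4me3 peptide (12.5 µM in substrate mix) in pH 7.5 HEPES buffer with Tween-20, 30 min, room temperature.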
* marks the source's active call; other numbers are inactive results; i = inactive; ? = inconclusive; & = joins results of further samples; [ ] = dose if it differs, or a comment. Potency means the concentration at half of the fitted maximal effect. A portion of the library; the hit share may differ from the screen's.

SMILES	KDM5B inhibitor
Cc1cc(NS(=O)(=O)c2ccc(NC(=S)Nc3ccc(Cl)cc3C)cc2)no1	14.5%
CN(C(=O)c1cc2ccccc2oc1=O)C1CCCN(CCCc2ccccc2)C1 (stereo not given)	?
COc1ccccc1C(=O)N1CCn2c(nn(-c3ccc(C(F)(F)F)cc3)c2=O)C1	79.4µM*
O=C1NC2(Cc3ccccc31)CN([S+](=O)([O-])c1cccs1)C2	19.0%[149 µM]
CCOc1ccc(S(=O)(=O)Nc2nc3ccccc3nc2Nc2ccc(OC)cc2)cc1	-2.5%
CC(C)CN1C(=O)c2cccn2CC1C(=O)N1CCOCC1 (stereo not given)	-25.3%
CCS(=O)(=O)N1CCC(C(=O)N2CCN(c3cc(Cl)ccc3C)CC2)CC1	14.8%
O=C(CN1CCC2(CC1)OCCO2)Nc1cc(Cl)ccc1Cl	12.7%
COC[C@H]1CCCN1Cc1nc(C2(O)CCN(C(=O)CC(C)(C)C)CC2)cs1	15.9%[86.2 µM]
COc1ccccc1-c1noc(CCCC(=O)NCc2ccco2)n1	-19.5%
COc1ccc(S(=O)(=O)NCC(c2ccco2)S(=O)(=O)c2ccc(C)cc2)cc1C (stereo not given)	-19.4%
Cc1ccc(NC(=O)CN2C(=O)NC(Cc3c[nH]c4ccccc34)C2=O)cc1F (stereo not given)	11.7%
CN1C(=O)C(CC(=O)N2CCCCC2)Sc2ncccc21 (stereo not given)	-18.5%
Cc1cc(C(=O)N2C[C@@H]3CCCN4CCC[C@@H]([C@H]34)[C@H]2CCCC(=O)N2CCOCC2)nn1C	-27.8%
CCCOc1ccccc1C(=O)Nc1nc2c(s1)CCCC2	i
COc1ccc(CC(=O)N2[C@@H]3CC[C@H]2CC(NC(=O)c2ccncc2)C3)cc1OC (stereo not given in full)	-6.0%
COc1ccc(NC(=O)C2CCN(c3cc(C(F)(F)F)ncn3)CC2)cc1Cl	-21.8%
O=C(CSc1ccc(Cl)cc1)Nc1ccccc1-c1nc(-c2ccccn2)no1	-14.7%
CC1=NS(=O)(=O)N(C)C=C1C(=O)O	-1.9%
COc1cccc(OC(=O)CSc2nnc(-c3ccc4c(c3)OCO4)o2)c1	?
COC(=O)[C@@H]1Cc2c([nH]c3ccccc23)[C@H]2C[C@@H](NCCO)C[C@@H](c3cccc(OC)c3)N21	?
CC(C)CNc1oc(-c2ccccc2Cl)nc1C#N	?
O=C(NCC1CCCO1)c1c[nH]c2ccc(S(=O)(=O)Nc3cccc(C(F)(F)F)c3)cc2c1=O (stereo not given)	-17.5%
O=C1CSc2ccc(S(=O)(=O)CCC(=O)N(CCc3ccccc3)Cc3ccccc3)cc2N1	14.9%
COc1ccc2c(=O)c(Oc3cccc(C)c3)c(C(F)(F)F)oc2c1	-8.8%
The listing continues:
SMILES	KDM5B inhibitor
COC(=O)c1c(NC(=O)CSc2ncnc3ccccc23)sc2c1CCCCC2	-2.1%
CN1CCCN(C(=O)C2(Oc3ccc4ncccc4c3)CCNCC2)CC1	?
O=C(CCc1cc2n(n1)CCCNC2)N1CCCC(c2nnc3ccccn23)C1 (stereo not given)	11.2µM*
Cc1cnc(C(=O)N[C@@H]2CCC[C@@H]2C(=O)NCc2ccc(Cl)cc2)cn1	-17.9%
Cc1nc(C)c(-c2ccc(SCC(=O)Nc3ccc(Cl)c(Cl)c3)nn2)s1	-9.2%
Cc1ccccc1C(=O)N1CCN(c2cc(-c3ccccc3)[nH]n2)CC1	?
CN(CCOc1ccccc1)C(=O)c1ccc2c(c1)OCO2	8.5%
CCOC(=O)Cn1nc(C)c(NC(=O)COc2ccccc2)c1C	-5.8%
CC(=O)N1CCCN(C(=O)c2ccc3c(c2)NC(C)(CCCCc2ccccc2)CO3)CC1 (stereo not given)	1.3%
CC(=O)NCc1ccc(-c2csc(Nc3ccc(Cl)cc3)n2)s1	-21.5%
CC(C)C(=O)N1CCN(C(=O)Cn2cnc3sccc3c2=O)CC1	18.9%
COC[C@H]1CCCN1Cc1nc(C2(O)CCN(Cc3ccccc3C(F)(F)F)CC2)cs1	13.5%
COCCn1c(SCC(=O)Nc2cccc(C)c2C)nc2c(oc3ccccc32)c1=O	-12.9%
COc1ccc(CC(=O)c2ccc(O)c(C)c2O)cc1	-22.6%
COc1ccc(NC(=O)N2CC3CN(C)CC(C2)O3)cc1	10.5%
Cc1ccccc1-c1cc(=O)c2cc(NC(=O)c3cccs3)ccc2o1	0.1%
CCn1c(C2CCCN(C(C)=O)C2)nn(C)c1=O (stereo not given)	-5.5%
O=C(O)C1(c2ccccc2)CCN(S(=O)(=O)c2ccc(Cl)s2)CC1	17.1%
Cc1ccc(NC(=O)CN2CCN(Cc3ccccc3)CC2)cc1Cl	31.2%
CC(=O)N1CCC(NC2(Cc3cc(COc4ccccc4)on3)COC2)CC1	-18.0%[86.2 µM]
COc1ccccc1NC(=O)CN1CC2CC(C1)[C@H]1CCCC(=O)N1C2 (stereo not given in full)	-13.6%
OC(c1nc(Nc2cccc(C(F)(F)F)c2)n[nH]1)C1CC1 (stereo not given)	-9.5%[86.2 µM]
CCNC(=O)Cc1ccc(NC(=O)N2CCCCc3ccccc32)cc1	12.7%
O=C(Nc1cccc(-n2cccn2)c1)C1CCCN(Cc2cccc(F)c2F)C1 (stereo not given)	6.2%
CCc1ccc(S(=O)(=O)c2nnn3c2nc(NC2CCCCCC2)c2sccc23)cc1	13.6%

Look-ups from the results shown:
O=C(CN1CCC2(CC1)OCCO2)Nc1cc(Cl)ccc1Cl – KDM5B inhibitor = 12.7%
Cc1ccccc1-c1cc(=O)c2cc(NC(=O)c3cccs3)ccc2o1 – KDM5B inhibitor = 0.1%
COC[C@H]1CCCN1Cc1nc(C2(O)CCN(C(=O)CC(C)(C)C)CC2)cs1 – KDM5B inhibitor = 15.9%[86.2 µM]

Going on with the list.
SMILES	KDM5B inhibitor
COCCN1CC(CO)C2(CCN(C(=O)c3ccccc3)CC2)C1 (stereo not given)	-24.3%
C=CCNC(=O)CSc1ncc(-c2ccc(F)cc2)o1	20.6%
N#CCc1ccc(NC(=O)CNc2ccccc2C(N)=O)cc1	?
O=C(Nc1c(C(=O)Nc2cccc(C(F)(F)F)c2)oc2ccccc12)c1cc(=O)c2ccccc2o1	-7.1%
CCN(CC)CCN1C(=O)c2ccccc2NC1c1cccc(F)c1 (stereo not given)	?
O=C1NCCN2CC3(CCN(C(=O)CC4CCCC4)CC3)CC12 (stereo not given)	-18.7%
Cc1cc(C)c2oc(C(=O)Nc3nnc(SCc4ccc(F)cc4)s3)cc(=O)c2c1	-9.4%
CC(=O)CNC(C)(C)C(C)=O	?
COc1cccc(/C=C/c2nc(C#N)c(N3CCC(C(N)=O)CC3)o2)c1	i
CCN(CC(=O)Nc1c(F)cccc1F)C(=O)CNC(=O)c1sc2ccccc2c1Cl	16.4%
CCOC(=O)c1ccc(N2C(=O)c3n[nH]c(-c4cccs4)c3C2c2ccc(CC)cc2)cc1 (stereo not given)	-28.4%
CCNC(=O)N1CCCC1c1noc(CCC(=O)NCc2cc(F)cc(F)c2)n1 (stereo not given)	-14.9%
Cc1cccc(-n2ncc(C(=O)Nc3ccc4c(c3)OCO4)c2C2CCN(C(=O)OC(C)(C)C)CC2)c1	?
Cc1cccc(CCNC(=O)CCc2c(C)nc3c(-c4ccc(F)cc4)c(C)nn3c2C)c1	-5.0%
Cc1cccc(CC(=O)N2C[C@@H](CO)[C@H](c3ccncc3)C2)c1	-2.9%
Cn1cnc(C(=O)N2CCC(N3C(=O)C(OCC4CC4)C34CCOCC4)CC2)c1 (stereo not given)	8.4%
CCCNC(=O)N1CCCCCCNC(=O)[C@@H]2CCCC[C@@H]21	-5.8%
NC(=O)c1ccc(NC(=O)CSc2ccc3ccccc3n2)cc1	2.2%
COc1cccc(NCc2nnc(SCC(=O)N(C)C3CCS(=O)(=O)C3)n2C2CCCCC2)c1 (stereo not given)	12.7%
COc1ccc(C(=O)N2CCc3nc(OCC4CC4)ccc3C2)cn1	-14.1%
COC(=O)c1ccccc1NC(=O)NCc1ccc2c(c1)CCN2C(=O)c1ccccc1	?
Cc1ccccc1N1CCN(C(=O)c2nnn3c2COC(c2ccc(Cl)cc2)C3)CC1 (stereo not given)	13.4%
Cn1nc(C(=O)NCc2ccccc2Cl)c2c1-c1ccccc1S(=O)(=O)C2	?
CCCCCC(=O)Nc1nc2c(s1)C[C@@H]1[C@](C)(CO)[C@H](O)CC[C@@]1(C)[C@@H]2CC(=O)NCc1cccnc1	6.2%
Cc1cc(=O)n2nc(N3CCC(C(=O)NCCCOC(C)C)CC3)sc2n1	-0.7%

The final 2 entries of the part above open the next one:
SMILES	KDM5B inhibitor
CCCCCC(=O)Nc1nc2c(s1)C[C@@H]1[C@](C)(CO)[C@H](O)CC[C@@]1(C)[C@@H]2CC(=O)NCc1cccnc1	6.2%
Cc1cc(=O)n2nc(N3CCC(C(=O)NCCCOC(C)C)CC3)sc2n1	-0.7%
CCC(=O)N1CCc2cc(Br)cc(S(=O)(=O)CCC(=O)NCCc3ccccc3Cl)c21	10.7%
COc1cccc2c(=O)cc(C)n(CC(=O)Nc3ccc(Br)cc3)c12	14.1%
CNC(=O)[C@@H]1C[C@@H](n2cc(CNC(=O)Nc3ccc(C)c(Cl)c3)nn2)CN1	-18.4%
CC(C)CCSc1nnc2n(-c3ccccc3)c(=O)c3c4c(sc3n12)CC(C)CC4 (stereo not given)	-12.1%
CN1C(=O)CC(C(=O)O)C12CCN(Cc1cn(C)nc1-c1ccccc1)CC2 (stereo not given)	-13.0%
Cc1ccc(-n2cccc2CC(=O)NCc2ccccc2)cc1	-13.1%
CCN(CC)C(=O)[C@@H]1C[C@@H](NC(=O)c2ncn[nH]2)CN1Cc1cnc[nH]1	-22.4%
FC(F)(F)c1ccc(Cl)c(N/N=C/c2ccccc2C(F)(F)F)c1	-7.2%
NC(=S)N/N=C1\C2C3C(Br)C4C5CC(C1C53)C24 (stereo not given)	?
CCc1cccc(-n2c(=O)c3cccnc3n2CC(=O)Nc2c(C)cc(C)cc2C)c1	-2.8%
Cc1ccccc1C(OCC(O)CN1CCN(CCO)CC1)c1ccccc1 (stereo not given)	?
c1ccc2oc(CSc3ccc4c(c3)OCCCO4)nc2c1	6.5%
N#Cc1ccc(C(=O)N2CC=C(c3c[nH]c4ccccc34)CC2)cc1	-21.5%
CCc1nc2ccc(C(=O)NCC(F)(F)F)cc2nc1CC	8.9%
CCOc1ccccc1CNC(=O)Cc1ccc(NC(=O)N2CCCCc3ccccc32)cc1	12.9%
COc1ccc(OCC(O)CNC(=O)c2sccc2Cl)cc1 (stereo not given)	6.9%
CC(=O)c1ccc2c(c1)Cc1ccccc1-2	24.4%
C[C@@H]1CN(C(=O)C2(c3ccc(Cl)cc3)CCC2)C[C@]1(C)O	36.5%[activator]
COc1ccc(NC(=O)c2ccc3c(c2)OCCN(CCC(F)(F)F)C3)cn1	-0.3%[86.2 µM]
CCOc1ccc(CCNC(=O)CS(=O)(=O)Cc2nc(-c3cccc(Cl)c3)oc2C)cc1	15.3%&-5.5%
CN(CCC1CCCCO1)C(=O)Cn1ccc2ccccc2c1=O (stereo not given)	?
O=C(COc1ccccc1Cl)N(Cc1ccco1)Cc1ccco1	-26.8%
Cc1cc(C(=O)NNc2c(Cl)cccc2Cl)no1	23.4%
CC(C)(C)NC(=O)c1cnn2c(C(F)F)cc(-c3ccccc3)nc12	-14.3%
O=C(c1ccc(Cl)cc1)N1CCC2(CC1)N(c1ccccc1)C(=O)CS2(=O)=O	-7.9%
The list goes on.
SMILES	KDM5B inhibitor
CN1C(=O)CC(C(=O)O)C12CCN(Cc1cc(Cl)ccc1F)CC2 (stereo not given)	-24.2%
O=C1C(Nc2ccc3c(c2)OCCO3)=CC(c2ccccc2)N1c1ccc2c(c1)OCCO2 (stereo not given)	?
O=C1CCC(C(=O)Nc2ccccc2N2CCOCC2)=NN1	24.4%
O=C1Nc2c(ccc(Cl)c2Cl)C(=O)C1(F)c1ccccc1 (stereo not given)	10.4%
CCCCN(C)CC1CCN(C(=O)Nc2ccc(F)cc2)CC1	13.1%
CCOc1ccc(CN2C(=O)c3ccccc3Sc3ccc(C(=O)NC4CCC(C)CC4)cc32)cc1 (stereo not given)	-31.3%
CCc1ccc(S(=O)(=O)N2CC(c3nc(Cc4ccccc4)no3)C2)cc1	-2.5%
O=C(Nc1ccccc1)N1Cc2[nH]cnc2C[C@H]1c1nc(-c2ccc3ccccc3c2)no1	-26.7%
COc1ccc(-c2nc(CSCC(=O)Nc3cccc(C#N)c3)co2)cc1	8.3%
CC(=O)NNC(=O)c1[nH]c2ccc(Cl)cc2c1-c1ccccc1	-5.1%
CCOC(=O)C(NC(=O)C1C2CC3CC(C2)CC1C3)C(=O)OCC (stereo not given)	7.1%
Cn1ccnc1CN1CCOC[C@H]1c1ncc(-c2cccc(Cl)c2)[nH]1	-9.2%[86.2 µM]
Cc1cccc(C(=O)N2CC(Oc3cccc(-c4nc(-c5ccccc5)no4)c3)C2)c1	?
CC(C)NC(=O)c1cc(-c2ccco2)nc2ccccc12	i
CC(C)(C)NC(=O)N1CCN(c2ncccc2C(F)(F)F)CC1	31.1%
CNC(=O)[C@@H](Cc1ccccc1)N1CCC[C@H]1C(=O)NC1CCOCC1	-0.3%[86.2 µM]
O=c1[nH]c2ccc(-c3csc(NC4CC4)n3)cc2[nH]1	-17.7%
Cc1ccc(-n2[nH]c(C)c(C3SCc4cc(C)c(C)cc4CS3)c2=O)cc1	3.3%
O=C(NC1CCN(C(=O)c2cc(-c3ccccc3)nc3ccccc23)CC1)c1ccccc1	-5.9%
CCOc1ccccc1Nc1sc(C(=O)c2ccc(Cl)cc2)c(N)c1C#N	10.4%

Rewritten with values ahead of the structure: three of the compounds above
KDM5B inhibitor | canonical_smiles
-5.1% | CC(=O)NNC(=O)c1[nH]c2ccc(Cl)cc2c1-c1ccccc1
-17.7% | O=c1[nH]c2ccc(-c3csc(NC4CC4)n3)cc2[nH]1
? | Cc1cccc(C(=O)N2CC(Oc3cccc(-c4nc(-c5ccccc5)no4)c3)C2)c1

Bioassay records as filed in PubChem BioAssay.
